# High-throughput results from PubChem.
# CAL PDZ FP-1: inhibitors of human CAL PDZ peptide binding; purified CAL PDZ, TMR-peptide fluorescence polarization, 1 h; inhibition, % at 24.9 µM; hit rate 0.92% among 300,000; AID 602252;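 active = mean inhibition of at least 30% with at least half of replicates also reaching 30%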;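 note: 0% = DMSO neutral control and 100% = excess unlabeled competitor peptide PRC23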
# CAL PDZ FP-2: inhibitors of human CAL PDZ peptide binding. purified CAL PDZ, TMR-peptide fluorescence polarization, 1 h. Q9HD26. hit rate 0.02% among 330,000. AID 504414. inhibition, % at 20 µM;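 active = highest replicate inhibition of at least 40%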;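 note: plate controls were DMSO neutral control wells for no effect and unlabeled competitor peptide control wells for full effect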
#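 Material: tagged CAL PDZ protein CerCALP, purified; buffer or medium: sodium phosphate/NaCl buffer pH 7.4 with TCEP, IgG, Thesit; also added: fluorescent TMR peptide probe; schedule: 1 h incubation at room temperature before polarization reading; technique: fluorescence polarization from S- and P-plane intensities, G-factor corrected; control set: unlabelled peptide and DMSO controls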
# MITF TRPM1 HTS: increases MITF-driven TRPM1 promoter luciferase signal | SK-MEL-5 TRPM1-promoter luciferase, 24 h; % of positive control, neutral wells = 0 | activation, % at 12.5 µM | hit rate 0.75% among 300,000 | AID 588334;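 active = mean activation of at least 80% with every replicate also reaching 80%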;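 note: 0% = neutral control wells and 100% = parthenolide positive control wells; values of inactives mirror those of a sister screen read the other way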
# SR-BI HDL uptake: inhibitors of mouse SR-BI mediated HDL lipid uptake. Q61009. AID 488896. inhibition, % at 12.5 µM. ldlA[mSR-BI] CHO cells, DiI-HDL uptake fluorescence, 3 h. hit rate 0.96% among 320,000;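 active = mean replicate inhibition of at least 70% and a set share of replicates each scoring 70 or more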;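 note: 0% = median of neutral control wells and 100% = median of positive control wells; values of inactives mirror those of a sister screen read the other way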
# Target sequence (Q61009 whole entry, looked up): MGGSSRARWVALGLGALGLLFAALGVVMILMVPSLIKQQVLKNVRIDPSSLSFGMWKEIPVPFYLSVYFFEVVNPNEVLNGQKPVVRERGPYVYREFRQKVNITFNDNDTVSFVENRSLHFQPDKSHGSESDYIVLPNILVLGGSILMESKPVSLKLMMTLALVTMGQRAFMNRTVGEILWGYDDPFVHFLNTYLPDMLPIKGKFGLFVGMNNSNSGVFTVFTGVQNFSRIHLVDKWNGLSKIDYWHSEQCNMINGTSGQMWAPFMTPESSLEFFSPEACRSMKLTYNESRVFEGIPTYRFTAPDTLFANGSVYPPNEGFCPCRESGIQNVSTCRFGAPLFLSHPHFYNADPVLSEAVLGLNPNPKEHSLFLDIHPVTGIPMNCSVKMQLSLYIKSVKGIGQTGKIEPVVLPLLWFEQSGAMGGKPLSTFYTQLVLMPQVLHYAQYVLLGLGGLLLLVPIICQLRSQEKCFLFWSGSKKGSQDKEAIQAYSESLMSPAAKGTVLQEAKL
# NSD2 HMT inh: inhibitors of human histone methyltransferase NSD2 | O96028 | inhibition, % at 12.5 µM | hit rate 0.54% among 310,000 | NSD2 peptide methylation, AlphaScreen, 120 min; in the data active = inhibition above about 50%
# dFosB act: mouse delta FosB homodimer activation; purified delta FosB, TAMRA-CDK5 oligo fluorescence polarization; percent of positive-control signal above neutral wells; activation, % at 25 µM; hit rate 0.99% among 340,000; AID 493131;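 active = mean activation above about 17%, with every replicate also reaching it, limit read from the data, passing the limit was not always enough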;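 note: fluorescence polarization rise as delta FosB binds a TAMRA Cdk5 AP-1 oligo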
# Rtt109 HAT inh: inhibitors of Candida albicans Rtt109/Vps75 histone acetyltransferase; Q5AAJ8; hit rate 0.16% among 330,000; purified Rtt109/Vps75, ThioGlo CoA-SH fluorescence, 4 h; AID 540336; inhibition, % at 34.9 µM;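 active = inhibition of at least 50% in every replicate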
# Target sequence (Q5AAJ8 whole entry, looked up): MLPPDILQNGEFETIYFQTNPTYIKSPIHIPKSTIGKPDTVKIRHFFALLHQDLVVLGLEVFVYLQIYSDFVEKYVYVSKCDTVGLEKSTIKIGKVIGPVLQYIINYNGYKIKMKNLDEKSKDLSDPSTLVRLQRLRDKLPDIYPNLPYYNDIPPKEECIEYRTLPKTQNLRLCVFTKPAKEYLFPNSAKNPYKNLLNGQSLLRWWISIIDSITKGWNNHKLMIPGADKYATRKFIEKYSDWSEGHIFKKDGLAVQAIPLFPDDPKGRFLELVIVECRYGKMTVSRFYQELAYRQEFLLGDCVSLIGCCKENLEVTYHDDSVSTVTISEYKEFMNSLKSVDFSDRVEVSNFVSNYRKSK
# SR-BI DiI-HDL act: activators of SR-BI mediated HDL lipid uptake; CHO ldlA[mSR-BI] cells, DiI-HDL uptake fluorescence, 3 h; 100 = double the neutral-control signal; activation, % at 12.5 µM; hit rate 0.096% among 320,000;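 active = mean replicate activation of at least 60% and every replicate at or above 60%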;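 note: 0% = median plate neutral-control signal and 100% = twice that signal; values of inactives mirror those of a sister screen read the other way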
#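 Test system: SR-BI-overexpressing, LDLR-lacking CHO cells; Medium: Ham's F12 with 0.5% BSA, HEPES 25 mM, pH 7.4; Schedule: 3 h, 37 °C; Technique: bottom-read fluorescence, 550/595 nm.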
# PfHsp90 set2: reduces growth (ATP signal) of yeast expressing P. falciparum Hsp90; S. cerevisiae expressing PfHsp90, BacTiter-Glo ATP, 48 h; yeast lacking PDR1 and PDR3 efflux regulators; hit rate 0.32% among 310,000; AID 504621; inhibition, % at 9.4 µM;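 active = every replicate shows inhibition above about 80%, whatever the replicate mean, limit read from the data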;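 note: 0% = DMSO neutral controls and 100% = 20 µM radicicol positive controls; yeast relying on Plasmodium falciparum Hsp90 in place of its own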
# PvdQ inh: blocks Pseudomonas aeruginosa PvdQ acylase activity; AID 488965; purified PvdQ acylase, fluorescence plate reader; hit rate 0.063% among 340,000; inhibition, % at 10 µM; in the data active = inhibition above about 30%, passing the limit was not always enough;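 note: 0% = vehicle neutral wells and 100% = reference inhibitor wells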
# An asterisk follows results filed as active; / = no result given. The order is random (roughly 4.3% active in at least one column).
CAL PDZ FP-1 | CAL PDZ FP-2 | MITF TRPM1 HTS | SR-BI HDL uptake | NSD2 HMT inh | dFosB act | Compound | Rtt109 HAT inh | SR-BI DiI-HDL act | PfHsp90 set2 | PvdQ inh
/ | -0.8 | / | -10 | 4 | -2 | NC(=O)N/N=C/C=C/c1ccc(F)cc1 | -6 | 10 | 3 | -13
-6 | -1.9 | -1 | 9 | -1 | -1 | COc1ccc(CNC(=O)c2cc(=O)c3ccccc3o2)cc1 | 9 | -9 | -3 | 1
11 | 0.5 | -6 | -8 | / | -2 | CCN(CC)CCOCCOC(=O)C1(c2ccccc2)CCCC1 | 0 | 8 | 27 | -4
-2 | -2.3 | -4 | -6 | / | 2 | CCOC(=O)[C@H]1[C@H]2COc3ccc(C)cc3[C@@H]2N2C(=O)c3cc(F)c(F)cc3NC(=O)[C@@]12C | 10 | 6 | 2 | 4
0 | -2.8 | -25 | -14 | 1 | -5 | O=C(CSc1nnc(Cc2cccs2)n1C1CCCCC1)N1CCN(C(=O)c2ccco2)CC1 | 51* | 14 | -9 | 3
-4 | -3.2 | -4 | 0 | -4 | -4 | N#Cc1ccc(CN2CCN(C(=O)Cn3nc(C(N)=O)c4ccccc4c3=O)CC2)cc1 | -7 | 0 | 6 | -4
0 | -0.4 | 1 | 13 | -3 | 5 | CCOC(=O)C1=C(CC)OC(N)=C(C#N)C1c1ccc(NC(C)=O)cc1 (stereo unspecified) | -10 | -13 | 11 | 7
-4 | 0.1 | -4 | 7 | 13 | -3 | CSc1cccc(NC(=S)N2CCC(N(C)C3CCCCC3)CC2)c1 | 1 | -7 | -5 | 6
-8 | -0.9 | / | -22 | 0 | -6 | CCn1cc(-c2n[nH]c(=S)n2-c2ccc(C)cc2Br)c(=O)c2ccc(C)nc21 | 5 | 22 | 12 | -7
34* | 0.0 | -9 | 45 | 21 | -7 | O=C(O)c1ccccc1NS(=O)(=O)c1cccc(-n2sc3ccccc3c2=O)c1 | 153* | -45 | -17 | -13
/ | -4.0 | -5 | 37 | 0 | -12 | C=CCNC(=O)c1oc2ccc(S(=O)(=O)N(CC)CC)cc2c1C | 1 | -37 | / | -1
-4 | 0.2 | -7 | -12 | -6 | -11 | CCN(CC)C(=O)C1CCN(S(=O)(=O)c2ccc3c(c2)CCCN3C(=O)C2CCC2)CC1 | 0 | 12 | -1 | -1
1 | -0.6 | 14 | -24 | / | 2 | C=C1CCN([C@@H](Cc2ccccc2)C(=O)O)S(=O)(=O)c2ccccc21 | -5 | 24 | / | -8
-1 | -2.0 | 5 | 4 | 1 | -3 | Nc1c(C(=O)c2ccccc2)oc2ccccc12 | 27 | 18 | 34 | 4
-1 | 0.3 | / | -14 | 0 | 2 | Nc1nc2nc(-c3ccc(OCc4ccccc4)cc3)cc(C(F)(F)F)n2n1 | -16 | 14 | 9 | 0
-9 | -0.9 | 1 | -30 | 0 | -3 | COc1ccc(CC(=S)N2CCOCC2)cc1OC | -19 | 30 | -5 | -8
-2 | / | -2 | / | 0 | 4 | Cc1nn(C)c(C)c1S(=O)(=O)N1CCC(CO)(CC2CCCCO2)CC1 (stereo unspecified) | -3 | / | -38 | -4
-4 | -2.3 | / | / | 1 | 0 | COc1cc(CC(=O)OCC(=O)N2CCCCC2C)cc(OC)c1OC (stereo unspecified) | -2 | / | 29 | -9
1 | -2.0 | 9 | -9 | 3 | -10 | Cc1ccc(N(CC(=O)Nc2ccc3c(c2)OCCO3)S(=O)(=O)c2c(C)noc2C)cc1 | 13 | 9 | -10 | 14
-2 | -0.1 | 3 | 30 | 3 | -13 | COCCCn1c(Cc2csc(Nc3cccc(Cl)c3)n2)nnc1SCC(=O)OC | 7 | -30 | 2 | -3
14 | -5.6 | 7 | 1 | 6 | -22 | Cc1cccc(-c2nc(NCCCN(C)C)c3ccccc3n2)c1 | -13 | -1 | -61 | -11
-1 | -2.1 | -11 | 8 | -1 | -11 | CCOCc1c(C(=O)OCC(=O)Nc2ccc(C)c(S(=O)(=O)N(C)C)c2)oc2ccccc12 | -5 | -8 | -20 | -9
2 | -2.0 | -3 | -26 | -2 | -7 | CCN(CC)c1nc2n(c(=O)n1)CCO2 | -8 | 26 | -20 | -11
18 | -1.5 | 0 | 9 | 1 | -1 | CCOC(=O)c1c(Cc2cccc(Cl)c2)c[nH]c1C | 9 | -9 | 7 | 10
1 | -0.9 | -11 | -2 | -2 | -6 | O=C(NCc1ccccc1)N1CCN(c2ccc(Cl)c(Cl)c2)CC1 | -2 | 2 | -2 | 2
-1 | -3.4 | -9 | / | -3 | -5 | CCCCCCCCOC(=O)CCn1[nH]c(=O)c2ccccc2c1=O | 2 | / | 15 | -8
-1 | -2.2 | 1 | -5 | 0 | -1 | O=C(Nc1nnc(C2=COCCO2)o1)c1cccc([N+](=O)[O-])c1 | 3 | 5 | 32 | -1
-2 | -2.5 | -1 | -14 | 1 | 0 | Cc1cc(=O)[nH]c(SCC(=O)NCCOc2ccccc2)n1 | -5 | 14 | -50 | -14
/ | -0.6 | -1 | / | 3 | -3 | Cc1cc(=O)[nH]c(SCC(=O)NCc2ccc3c(c2)OCO3)n1 | 10 | / | 1 | 9
-6 | 0.2 | 2 | 34 | -3 | -6 | CCN(CC)C(=O)Cn1cc(C(=O)C(=O)NCCc2c[nH]c3ccccc23)c2ccccc21 | -5 | -34 | 3 | 3
0 | 0.4 | 48 | -6 | -2 | -5 | O=C(NCC(=O)N1CCN(c2ncccn2)CC1)c1ccccc1F | -23 | 6 | / | -15
/ | -0.3 | / | -28 | -4 | -4 | O=C(CNC(=O)C1CCCCC1)Nc1ccc(Cl)cc1 | 13 | 28 | -20 | -1
1 | -1.9 | 9 | 12 | 0 | 5 | O=C(CSc1ccc(Cl)cc1)NNC(=O)c1ccco1 | -4 | -12 | -10 | -5
-2 | / | 2 | -18 | 4 | -6 | COc1ccc(N2CC(C)Cn3c2nc2c3c(=O)n(CCN3CCOCC3)c(=O)n2C)cc1 (stereo unspecified) | 6 | 18 | -19 | -12
-4 | / | 5 | 0 | / | 0 | CCOC(=O)c1ccc(N=C2SC(C(=O)NC)CC(=O)N2Cc2ccc(F)cc2)cc1 (stereo unspecified) | -5 | 0 | 25 | -17
-2 | 0.3 | 11 | -4 | -30 | -1 | CN(C(=O)Cn1nc(C(=O)O)c2ccccc2c1=O)C1CCCCC1 | 0 | 4 | 18 | -3
-4 | -0.1 | 6 | -12 | / | 3 | CC1=C(C(=O)OCc2ccccc2)C(c2cccs2)NC(=O)N1CCCC(=O)O (stereo unspecified) | -8 | 12 | 7 | -5
-2 | -2.1 | -11 | -38 | -4 | 4 | COc1ccc(C(=O)NNC(=O)CSc2nnc(-c3cccnc3)o2)cc1 | / | 38 | -14 | -18
-1 | 0.6 | 20 | 3 | 1 | -4 | COc1ccc(NC(=O)COc2ccc(Br)cc2)c(OC)c1 | -2 | -3 | 7 | -1
-3 | -0.9 | -8 | -5 | -5 | -1 | COc1ccc(C(C)NC(=O)c2ccccc2)cc1 (stereo unspecified) | 1 | 5 | -15 | -8
-2 | -2.5 | 26 | 4 | 6 | -5 | O=C(c1ccc[nH]c1=S)N1CCN(S(=O)(=O)c2ccc(Br)cc2Cl)CC1 | 0 | -4 | -21 | -3
/ | -0.1 | 0 | -26 | -3 | -1 | CN(CC(=O)Nc1ccc(F)cc1)C(=O)COC(=O)C1=COCCO1 | -8 | 26 | 14 | -12
/ | -1.3 | 3 | 9 | -3 | -3 | Cc1cc(C)cc(NC(=O)C2(c3cccs3)CCOCC2)c1 | 5 | -9 | -2 | 0
-8 | -0.8 | / | -30 | 1 | 8 | Cc1ccc(-c2nc(S(=O)(=O)c3ccc(F)cc3)c(SCC(=O)NCC3CCCO3)o2)cc1 (stereo unspecified) | -16 | 30 | / | -17
3 | -0.4 | -23 | / | / | 86* | O=C(O)CN1C(=O)/C(=C/c2ccc(N3CCCCC3)o2)SC1=S | 5 | / | 8 | -13
0 | -0.5 | -10 | -28 | 4 | 1 | Cc1ccc2[nH]c(=S)cc(C)c2c1 | -3 | 28 | 40 | -5
-2 | -3.9 | -10 | -14 | -3 | 32* | O=C(CNC(=O)c1ccccc1Br)N/N=C/c1cc(Br)ccc1O | / | 14 | 19 | 13
-3 | -1.9 | 4 | 8 | -15 | -5 | CC(C(=O)Nc1cccc(C#N)c1)N(C)CCOc1ccccc1 (stereo unspecified) | 1 | -8 | -2 | -3
6 | -0.1 | -15 | -10 | / | -3 | Cn1cnc([N+](=O)[O-])c1S(=O)(=O)c1cccc(Cl)c1 | 12 | 10 | 15 | 2
-1 | -1.3 | 76 | / | -1 | -2 | Cc1ccsc1/C=C1\CCC(C2CCCC2)C1=O (stereo unspecified) | 1 | / | -3 | -9
/ | -0.2 | 1 | 1 | 4 | -2 | CCC(=O)c1ccc(OCC(=O)NCCCN2CCOCC2)cc1 | -1 | -1 | -23 | 5
-2 | -2.6 | -7 | -16 | 1 | -10 | COC(=O)[C@@H]1CCCN1C(=O)c1cc(COc2cccc3cccnc23)on1 | -2 | 16 | 11 | -1
1 | 0.1 | -12 | / | -1 | -2 | COc1cc(S(=O)(=O)NC2CCCCC2)ccc1Cl | -5 | / | -62 | -21

# dFosB act: what is marked active above
CAL PDZ FP-1 | CAL PDZ FP-2 | MITF TRPM1 HTS | SR-BI HDL uptake | NSD2 HMT inh | dFosB act | Compound | Rtt109 HAT inh | SR-BI DiI-HDL act | PfHsp90 set2 | PvdQ inh
3 | -0.4 | -23 | / | / | 86* | O=C(O)CN1C(=O)/C(=C/c2ccc(N3CCCCC3)o2)SC1=S | 5 | / | 8 | -13
-2 | -3.9 | -10 | -14 | -3 | 32* | O=C(CNC(=O)c1ccccc1Br)N/N=C/c1cc(Br)ccc1O | / | 14 | 19 | 13

# Some of the entries so far, tab-delimited.
SMILES	CAL PDZ FP-1	CAL PDZ FP-2	MITF TRPM1 HTS	SR-BI HDL uptake	NSD2 HMT inh	dFosB act	Rtt109 HAT inh	SR-BI DiI-HDL act	PfHsp90 set2	PvdQ inh
O=C(Nc1nnc(C2=COCCO2)o1)c1cccc([N+](=O)[O-])c1	-1	-2.2	1	-5	0	-1	3	5	32	-1
COc1ccc(C(C)NC(=O)c2ccccc2)cc1 (stereo unspecified)	-3	-0.9	-8	-5	-5	-1	1	5	-15	-8
Cc1ccc2[nH]c(=S)cc(C)c2c1	0	-0.5	-10	-28	4	1	-3	28	40	-5
CCN(CC)C(=O)Cn1cc(C(=O)C(=O)NCCc2c[nH]c3ccccc23)c2ccccc21	-6	0.2	2	34	-3	-6	-5	-34	3	3
COc1ccc(C(=O)NNC(=O)CSc2nnc(-c3cccnc3)o2)cc1	-2	-2.1	-11	-38	-4	4	/	38	-14	-18
CC(C(=O)Nc1cccc(C#N)c1)N(C)CCOc1ccccc1 (stereo unspecified)	-3	-1.9	4	8	-15	-5	1	-8	-2	-3
CCOC(=O)c1ccc(N=C2SC(C(=O)NC)CC(=O)N2Cc2ccc(F)cc2)cc1 (stereo unspecified)	-4	/	5	0	/	0	-5	0	25	-17
